Compound activity: PubChem, several laboratories
HTRA1 inhibitor: HTRA1 serine protease inhibitors, primary screen, biochemical, fluorescence polarization, HTS | Q92743 | recombinant HTRA1, FP-rhodamine activity-based probe | inhibition, % at 5.96 µM | 340,000 tested, 0.5% active; in the data active means inhibition above about 36%;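 further: 0% = enzyme with DMSO and 100% = wells lacking enzyme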
NPR2 activator: human GC-B receptor activators, primary screen, HEK293 GC-B cells, cGMP TR-FRET, EC30 CNP; Atrial natriuretic peptide receptor 2 (Homo sapiens), P20594; 0% at EC30 CNP, 100% saturating CNP; activation, % at 10 µM; 370,000 tested, 0.11% active;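 active means activation at 10 µM reaching about 35% in either raw or pattern-adjusted values, limit read from the data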
NR1D1 modulator: modulators of Rev-erb alpha DNA binding, primary screen, biochemical, FITC-DNA, fluorescence polarization, uHTS; Rev-erbα–FITC-DNA binding, 90 min; 370,000 tested, 0.79% active; activity, % at 10 µM;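 active means activity above about 14%, limit read from the data; passing the limit was not always enough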;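 further: 0% = DMSO wells with 35 nM protein and 100% = DMSO wells with 750 nM protein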
SMARCA2 act: SMARCA2 (BRM) function activators, primary screen, cell-based, luminescence, high throughput. MG213 cells, MMTV-luciferase reporter, dexamethasone, overnight. 370,000 tested, 1% active. activation, % at 9.1 µM; in the data active means activation above about 7.8%;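 further: 0% = vehicle wells and 100% = reference activator wells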
rCAG RNA binder: binders of r(CAG) RNA repeats, primary screen, biochemical, fluorescence | 370,000 tested, 1.3% active | r(CAG) RNA repeat, TO-PRO-1 dye displacement fluorescence | inhibition, % at 3 µM;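 active means inhibition above the plate cutoff, the mean of all test compounds on that plate plus 3 SD, cut at about 35% in these data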;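 further: 0% = DMSO alone and 100% = 100 µM mitoxantrone as full dye displacement; higher means more dye released from RNA so lower well fluorescence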
mABHD4 FP: ABHD4 inhibitors, primary screen, biochemical, fluorescence polarization, mouse; 370,000 tested, 0.54% active; inhibition, % at 8.92 µM; (Lyso)-N-acylphosphatidylethanolamine lipase (Mus musculus), Q8VD66; purified mABHD4, FP-Rh probe fluorescence polarization;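 active means inhibition exceeding the mean over every tested compound plus 3 SD, cut at about 30% in these data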;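 further: 0% = plate median of compound wells and 100% = S159A mutant with DMSO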
Target sequence (Q8VD66 whole entry, looked up): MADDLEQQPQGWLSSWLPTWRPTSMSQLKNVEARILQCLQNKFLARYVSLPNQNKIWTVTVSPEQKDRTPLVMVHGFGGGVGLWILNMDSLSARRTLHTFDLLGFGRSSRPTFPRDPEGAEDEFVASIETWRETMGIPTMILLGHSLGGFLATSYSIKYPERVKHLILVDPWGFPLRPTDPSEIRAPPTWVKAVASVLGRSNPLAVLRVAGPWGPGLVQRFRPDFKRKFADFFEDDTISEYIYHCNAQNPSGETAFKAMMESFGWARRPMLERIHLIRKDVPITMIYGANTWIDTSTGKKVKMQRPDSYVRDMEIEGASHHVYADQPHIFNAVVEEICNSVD
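Test system: mABHD4 protein | Buffer or medium: HEPES pH 7.0 buffer, 150 mM NaCl, 0.01% Pluronic F-127 | Probe or stimulus: FP-Rh fluorescent activity-based probe, added after compound pre-incubation | Timing: Pre-incubation 45 min, probe exposure 60 min, at 25 °C | Technique: Fluorescence polarization, excitation 525 nm, emission 598 nm, BODIPY TMR filters | Repeats: Single well per compound (singlicate)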
PG9 binder: binders of HIV-1 gp120 antibody PG9, primary screen, biochemical, TR-FRET; AID 624416, 2012; 360,000 tested, 0.43% active; HIV-1 gp120 / PG9 antibody interaction; inhibition, % at 6.7 µM; TR-FRET gp120-PG9 antibody binding; in the data active means inhibition above about 8.5%
ARFGAP1 inhibitor: inhibitors of rat ARFGAP1 GAP activity, primary screen, biochemical, fluorescence polarization, GDP tracer. Arfgap1-stimulated ARF1 GTP hydrolysis, GDP FP detection. 360,000 tested, 0.26% active. inhibition, % at 16.5 µM. ADP-ribosylation factor GTPase-activating protein 1 (Rattus norvegicus), Q62848;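 active means inhibition above a per-plate limit, mean inhibition of low control wells plus 3 SD, cut at about 25% in these data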;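 further: 0% = DMSO wells with enzyme and 100% = wells lacking Arfgap1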
Target sequence (Q62848 1-136 limits assumed): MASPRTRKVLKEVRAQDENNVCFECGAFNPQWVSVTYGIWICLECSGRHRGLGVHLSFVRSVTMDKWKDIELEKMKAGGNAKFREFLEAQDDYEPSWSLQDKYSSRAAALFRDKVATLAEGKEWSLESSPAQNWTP
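System: truncated rat Arfgap1 GAP domain / Medium: HEPES-based buffer, pH 7.5 / Also added: N-terminally truncated human ARF1-GTP substrate / Incubation: enzyme reaction 120 min at 25 °C after 20 min preincubation / Measured by: FP of antibody-bound GDP Alexa 633 tracer, ex 620/em 688 nm / Replicates: singlicate, each compound tested once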
GC-A act: GC-A stimulated cGMP production enhancers – HEK293 GC-A cells, cGMP TR-FRET, EC30 ANP, primary screen; Atrial natriuretic peptide receptor 1 (Homo sapiens), P16066; 0% at EC30 ANP, 100% saturating ANP; activation, % at 10 µM; 370,000 tested, 0.14% active; in the data active means activation above about 40%
ASAP1 inh: inhibitors of human ASAP1 ArfGAP activity, primary screen, biochemical, fluorescence polarization | inhibition, % at 16.5 µM | ASAP1-stimulated ARF1 GTP hydrolysis, GDP FP detection | 360,000 tested, 0.19% active | AID 624377, 2012; in the data active means inhibition above about 25%;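 further: 0% = vehicle with enzyme and substrate and 100% = no enzyme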
Target sequence (Q9ULH1 325-724 limits assumed): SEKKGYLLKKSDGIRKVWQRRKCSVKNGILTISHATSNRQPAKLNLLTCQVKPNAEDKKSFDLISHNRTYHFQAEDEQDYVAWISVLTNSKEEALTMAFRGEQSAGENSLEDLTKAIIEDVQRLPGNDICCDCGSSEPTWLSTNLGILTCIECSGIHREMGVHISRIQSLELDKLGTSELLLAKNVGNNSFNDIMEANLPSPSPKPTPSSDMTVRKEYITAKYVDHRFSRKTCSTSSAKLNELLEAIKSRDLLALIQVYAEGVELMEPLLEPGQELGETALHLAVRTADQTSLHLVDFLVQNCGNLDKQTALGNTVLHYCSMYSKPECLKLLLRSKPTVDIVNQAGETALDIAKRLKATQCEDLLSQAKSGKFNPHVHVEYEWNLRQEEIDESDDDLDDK
Numbers without * were called inactive; nt = not tested or not shown.

SMILES	HTRA1 inhibitor	NPR2 activator	NR1D1 modulator	SMARCA2 act	rCAG RNA binder	mABHD4 FP	PG9 binder	ARFGAP1 inhibitor	GC-A act	ASAP1 inh
CN(C)/C=N/C(=S)Nc1ccccc1F	1	2	3	0	0	0	-1.3	1	5	4
CCOC(=O)[C@H]1[C@H]2COc3ccc(Cl)cc3[C@@H]2N2C(=O)CN(Cc3ccc(Cl)cc3)C(=O)[C@@]12C	-1	-9	4	0	3	-9	0.5	16	-4	1
COc1ccc(NS(=O)(=O)c2cccc(C(=O)N/N=C/c3cn(-c4ccccc4)nc3-c3ccc(OC)cc3)c2)cc1	-4	0	5	-2	-1	-1	-0.3	-2	-1	6
Cc1nc(NC(=O)CCc2ccccc2)ccc1Br	0	-3	-3	2	-2	-6	2.2	12	0	9
O=C(O)CCCCCNC(=O)CCn1nnc2ccccc2c1=O	-2	4	12	-2	-2	-5	-0.1	12	5	-5
Cc1ccc(N2CC(NC(=O)C(=O)c3c(C)[nH]c4ccccc34)CC2=O)cc1C (stereo unspecified)	-15	-3	4	-3	2	-1	-2.0	7	-4	5
CS(=O)(=O)c1ccc(NCCc2ccccn2)c([N+](=O)[O-])c1	-2	3	7	-1	1	3	0.5	18	6	13
Cc1ccc(/C=N/NC(=O)c2cc(C)oc2C)o1	-7	3	8	0	0	1	-0.7	-3	1	-1
O=C(Nc1ccccc1C(=O)Nc1ccccc1)c1ccccc1F	-7	-2	15	-2	-4	4	21*	5	-6	-11
O=C(C[C@@H]1C=C[C@H](NS(=O)(=O)c2ccccc2F)[C@@H](CO)O1)NCCCN1CCOCC1	nt	1	-4	-4	3	-7	0.3	3	8	0
COc1ccccc1/C=C/[C@@H]1C[C@H]2CN(Cc3cccc(Cl)c3)C(=O)[C@]23CCCN13	-19	3	-1	-5	-2	-2	-5.5	1	-3	8
COc1ccc(CC(NC(C)=O)C(=O)NC2CCN(C(=O)c3ccccc3F)CC2)cc1 (stereo unspecified)	8	3	-5	-4	4	-1	-0.6	3	0	2
COc1ccc(-c2cc(=O)c3c(O)c(OC)c(OC)c(OC)c3o2)cc1	1	1	-20	3	-1	-3	-1.3	9	1	11
COc1cccc(C(=O)OC(C)CN2CCCC2)c1 (stereo unspecified)	6	-2	-5	-1	-5	-1	-0.5	-6	0	-1
O=C(C[n+]1ccc(Cc2ccccc2)cc1)Nc1ccccc1	-2	-3	-3	0	-1	-1	0.6	-10	-1	-7
O=C(O)c1ccc(COc2ccc3c4c(c(=O)oc3c2)CCC4)o1	8	4	-1	3	5	-1	-0.1	-8	-1	1
Cc1ccc(C(C)C)cc1OCC(=O)N1CCN(C(=O)c2ccco2)CC1	0	-4	1	1	-9	0	1.2	3	2	-11
O=S1(=O)N=C(N/N=C/c2ccccn2)c2ccccc21	2	5	3	-3	1	-12	-2.3	-6	0	-15
CN(CC(=O)Nc1ccccc1Oc1ccccc1)Cc1ccccc1F	-19	-7	18	0	1	-1	2.4	-13	-5	-12
CC(C)CC(=O)NC(=S)Nc1cccc2nsnc12	2	-9	3	-3	1	0	-8.4	14	4	7
C[C@H]1C2CC(OC(=O)Nc3ccccc3C(F)(F)F)C(C2)[C@H]2CCCCN21 (stereo partly specified)	nt	-5	2	-2	7	3	nt	nt	1	nt
O=C(CNC(=O)c1nn(Cc2ccccc2)c(=O)c2ccccc12)Nc1ccc(F)c(F)c1F	1	7	4	-7	0	-7	5.4	-4	-2	-14
Cc1ccc2c(CN3CCN(S(=O)(=O)c4ccccc4C(F)(F)F)CC3)cc(=O)oc2c1	-25	-3	-1	1	10	2	-1.4	-6	-3	-11
COc1ccc(N2CCN(C(=O)COc3ccc4c(C)cc(=O)oc4c3)CC2)cc1	2	-4	-6	-3	-4	0	-1.4	4	-7	6
CC1(C(=O)Nc2ccc3c(c2)OCO3)CCN1Cc1cccc2c1OCO2 (stereo unspecified)	nt	0	-6	-1	2	-3	0.7	-3	2	-3
COc1ccc(/C=C/c2c([N+](=O)[O-])c(=O)n(C)c(=O)n2C)c(OC)c1OC	-5	1	3	2	-6	-7	-2.9	2	1	-9
O=C(CNS(=O)(=O)c1cccs1)NCc1ccc(F)cc1	-3	-2	5	0	-1	6	-2.3	-1	2	-8
Cc1ccc(NC(=O)CN(C)C2CCCCC2)cc1Br	-13	-1	2	0	-6	10	1.0	-3	-4	6
COc1ccc(O)c(C(=O)c2cc(C#N)c(=O)n(Cc3ccccc3)c2)c1	-5	2	-5	-6	1	-3	-3.4	-2	3	-12
CC(C)Oc1cccc(C(=O)C2CCCN(C(=O)c3noc4c3CCCC4)C2)c1 (stereo unspecified)	-3	2	3	-4	-4	5	-0.8	-1	-1	3

Nothing new here: entries from further up.
SMILES	HTRA1 inhibitor	NPR2 activator	NR1D1 modulator	SMARCA2 act	rCAG RNA binder	mABHD4 FP	PG9 binder	ARFGAP1 inhibitor	GC-A act	ASAP1 inh
Cc1ccc(NC(=O)CN(C)C2CCCCC2)cc1Br	-13	-1	2	0	-6	10	1.0	-3	-4	6
COc1ccc(O)c(C(=O)c2cc(C#N)c(=O)n(Cc3ccccc3)c2)c1	-5	2	-5	-6	1	-3	-3.4	-2	3	-12

Profiles, looked up by structure:
`Cc1ccc(NC(=O)CN(C)C2CCCCC2)cc1Br` reads HTRA1 inhibitor = -13; NPR2 activator = -1; NR1D1 modulator = 2; SMARCA2 act = 0; rCAG RNA binder = -6; mABHD4 FP = 10; PG9 binder = 1.0; ARFGAP1 inhibitor = -3; GC-A act = -4; ASAP1 inh = 6
`O=S1(=O)N=C(N/N=C/c2ccccn2)c2ccccc21` reads HTRA1 inhibitor = 2; NPR2 activator = 5; NR1D1 modulator = 3; SMARCA2 act = -3; rCAG RNA binder = 1; mABHD4 FP = -12; PG9 binder = -2.3; ARFGAP1 inhibitor = -6; GC-A act = 0; ASAP1 inh = -15

(more compounds)
SMILES	HTRA1 inhibitor	NPR2 activator	NR1D1 modulator	SMARCA2 act	rCAG RNA binder	mABHD4 FP	PG9 binder	ARFGAP1 inhibitor	GC-A act	ASAP1 inh
CC(O)(c1ccc(F)c(F)c1)c1nc(-c2cc3ccccc3o2)cs1 (stereo unspecified)	nt	-4	12	-5	4	-30	-2.2	8	3	4
CS(=O)(=O)N1N=C(c2ccc3nccnc3c2)CC1c1ccccc1 (stereo unspecified)	-1	-3	-4	-1	1	2	-0.1	-2	5	0
O=C(CCc1ccccc1)OCCOC(=O)CCc1ccccc1	-5	-1	4	3	-6	-4	-1.5	-9	-1	-4
Nc1nc(SCc2nc3scc(-c4ccccc4)c3c(=O)[nH]2)n[nH]1	-4	-4	-2	0	6	-1	-2.4	1	-1	8
O=[N+]([O-])c1cc([N+](=O)[O-])c2nonc2c1Nc1ccccc1O	12	-6	-8	0	4	27	-1.3	-7	2	12
Cc1ccc(C(=O)NCC(=O)Nc2cccc(S(=O)(=O)NC3=NCCCCC3)c2)cc1C	-1	2	-6	3	2	3	-2.5	-8	-2	1
CSc1nc2[nH]c3c(c2c2nncn12)CC(C)(C)OC3	-12	-4	0	1	-1	2	-0.9	5	0	-4
COc1ccc(OC)c(-c2nnc(SCC(=O)NC3CCCCC3)o2)c1	2	-5	3	0	-1	-2	1.0	-14	-7	13
CCC(C(=O)NC(C)(C)C)n1c(-c2ccc(C)cc2)nc2ccccc21 (stereo unspecified)	nt	-4	2	-5	1	4	1.2	0	2	2
Nc1c(Br)cc(Br)c2c1-c1ccc([N+](=O)[O-])cc1C2	20	1	-6	-3	28	21	-3.0	1	-9	14
O=C(OCCN1CCN(C2CN(Cc3cn(Cc4ccccc4Cl)nn3)S(=O)(=O)C2)CC1)c1cccs1 (stereo unspecified)	nt	2	2	-1	0	5	nt	nt	2	nt
CC(C)CCN1CCN(Cc2nc(-c3ccc(F)cc3)cs2)CC1CCO (stereo unspecified)	4	3	0	-4	-8	4	-0.4	-2	0	-11
O=C(ON=C1CCN(S(=O)(=O)c2ccccc2)CC1)c1ccc(Cl)cc1	0	-6	-9	-4	0	-3	-2.0	-1	-3	7
O=C(NCCC(=O)N1CCC2(CC1)NCCc1[nH]cnc12)c1cccc(Br)c1	0	10	2	-2	0	-4	-1.5	-5	3	-10
CC(C)C[C@@H](CN)NC(=O)c1nc[nH]c1C(=O)N[C@@H](CC(=O)O)C(=O)CNC[C@H](C)NC(=O)c1nc[nH]c1C(=O)N[C@@H](CC(=O)O)C(=O)O	12	1	-6	1	2	1	0.3	-11	0	-12
NC1=NC(=O)/C(=C/c2ccccc2OS(=O)(=O)c2ccc3ccccc3c2)S1	1	-3	-29	3	-1	-9	-1.2	3	1	9
CCOC(=O)c1cc(-c2ccccc2)n(CC(=O)Nc2ccc(OCC)cc2)c1C	-7	3	7	-3	6	-1	0.0	21	-4	-2
Fc1ccc2nc3n(c2c1F)CCCCCC3	-5	1	12	-1	-1	1	0.7	10	2	-5
Cc1noc(NS(=O)(=O)c2ccc(NC(=O)Cc3ccc([N+](=O)[O-])cc3)cc2)c1C	-2	1	-5	1	24	10	-4.0	-14	0	1
O=C(N/N=C/c1ccc(N2CCOCC2)s1)c1ccccc1Br	-1	-1	1	-3	-17	-4	-3.6	6	6	9
Cc1cc(Cl)ccc1NC(=S)N1CCN(Cc2ccc3c(c2)OCO3)CC1	0	-3	1	-1	-1	6	-2.0	-3	-6	10
O=C(Nc1nccs1)c1ccc(S(=O)(=O)N2CCOCC2)cc1	8	4	-1	2	-2	-1	-1.9	-2	-3	-4
COc1ccc(CN2CCNC(=O)C2CC(=O)N2CCCCO2)cc1OC (stereo unspecified)	-2	5	1	-4	0	5	2.9	-5	-2	2
COc1ccc(/C=N/NC(=O)c2ccc(NC(=O)C3CCCCC3)cc2)cc1O	8	-2	-1	3	0	4	-3.7	5	1	2
CCCCc1cc(=O)oc2cc(OC(C)C(=O)NCC3CCC(C(=O)O)CC3)c(Cl)cc12 (stereo unspecified)	3	-1	0	-1	7	-14	0.4	-16	0	-7
COC(=O)C(C)Sc1nc2ccsc2c(=O)n1Cc1ccccc1 (stereo unspecified)	-2	4	-6	3	1	-1	0.8	-6	-5	7
CN(Cc1ccc(Cl)cc1Cl)C(=O)Cc1ccc(S(=O)(=O)N2CCOCC2)s1	-5	2	-6	-2	8	4	0.0	2	-3	-7
Cn1c(SSc2ccc(-c3cccnc3)n2C)ccc1-c1cccnc1	-2	-3	-5	-1	2	7	1.2	5	-4	-3
O=C(Nc1ccnc(-c2ccncc2)n1)c1cccs1	2	-1	3	4	1	2	-1.2	-3	2	6
CC(=O)n1nc(-c2ccccc2)nc1NCc1ccc(F)cc1	10	-4	2	-2	2	2	1.4	6	-1	8
COc1cc(/C=N\NC(=O)c2ccc(-c3ccccc3)cc2)ccc1OCC(N)=O	1	-5	8	0	3	0	-2.0	7	2	4
